NadD block – inhibitors of S. aureus NadD, primary screen, biochemical, colorimetric, uHTS | inhibition, % at 20 µM | Nicotinate-nucleotide adenylyltransferase NadD (Staphylococcus aureus N315) | purified NadD enzyme, colorimetric absorbance read-out | actives 0.78% (n = 360,000); in the data active = inhibition above about 26%; note: some compounds past the cut are filed as inactive
SKN-1 inh – suppressors of acrylamide-induced Pgst-4::GFP reporter in worms, primary screen, SKN-1 inhibitor project, whole organism, uHTS, GFP/RFP fluorescence ratio, strain VP596; inhibition, % at 21.8 µM; actives 0.49% (n = 360,000); C. elegans VP596 Pgst-4::GFP/RFP ratio, 24 h; AID 624304, 2012;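 active = interference check ratio from 0.5 to 1.5 plus GFP to RFP signal ratio inhibition reaching or exceeding a fixed threshold, cut at about 30% in these data, passing the limit was not always enough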; note: some compounds called inactive have numbers as strong as hits
CendR NRP1 mod – modulators of CendR peptide binding to NRP-1, primary screen, biochemical, fluorescence polarization, uHTS | Neuropilin-1 (Homo sapiens), O14786 | FAM-RPARPAR peptide binding to NRP-1 | inhibition, % at 25 µM | actives 0.85% (n = 360,000) | AID 602438, 2012;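 active = inhibition or corrected inhibition above about 18%, plus a signal ratio from 0.5 to 1.5, limit read from the data, passing the limit was not always enough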; note: strong numbers were not always called active
LMPTP block – LMPTP phosphatase inhibitors, primary screen, biochemical, fluorescence intensity, uHTS; recombinant LMPTP-A, OMFP fluorogenic substrate; inhibition, % at 20 µM; actives 0.22% (n = 360,000);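 active = compounds that cut the enzyme signal by at least half of the control window in the single-dose screen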;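 note: plate controls were DMSO wells with enzyme plus substrate for no effect and substrate without enzyme for full effect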
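Assay system: LMPTP-A enzyme. Input: 0.625 nM LMPTP-A final. Probe or stimulus: 400 µM OMFP. Compound dosing: single 20 µM dose. Schedule: 50 min dark incubation at room temperature. Detection: fluorescence intensity of OMFP turnover product. Read-out: percent inhibition versus substrate-only and uninhibited controls. Benchmarks: no-enzyme low control, uninhibited high control.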
DNMT1 inh – human DNMT1 methyltransferase inhibitors, primary screen, biochemical, molecular beacon, fluorescence, HinP1I cleavage, uHTS; inhibition (reported as % activation of signal), % at 10 µM; actives 0.83% (n = 360,000); DNA (cytosine-5)-methyltransferase 1 (Homo sapiens), P26358; in the data active = inhibition above about 50%
Target sequence (P26358 504-1616 limits assumed): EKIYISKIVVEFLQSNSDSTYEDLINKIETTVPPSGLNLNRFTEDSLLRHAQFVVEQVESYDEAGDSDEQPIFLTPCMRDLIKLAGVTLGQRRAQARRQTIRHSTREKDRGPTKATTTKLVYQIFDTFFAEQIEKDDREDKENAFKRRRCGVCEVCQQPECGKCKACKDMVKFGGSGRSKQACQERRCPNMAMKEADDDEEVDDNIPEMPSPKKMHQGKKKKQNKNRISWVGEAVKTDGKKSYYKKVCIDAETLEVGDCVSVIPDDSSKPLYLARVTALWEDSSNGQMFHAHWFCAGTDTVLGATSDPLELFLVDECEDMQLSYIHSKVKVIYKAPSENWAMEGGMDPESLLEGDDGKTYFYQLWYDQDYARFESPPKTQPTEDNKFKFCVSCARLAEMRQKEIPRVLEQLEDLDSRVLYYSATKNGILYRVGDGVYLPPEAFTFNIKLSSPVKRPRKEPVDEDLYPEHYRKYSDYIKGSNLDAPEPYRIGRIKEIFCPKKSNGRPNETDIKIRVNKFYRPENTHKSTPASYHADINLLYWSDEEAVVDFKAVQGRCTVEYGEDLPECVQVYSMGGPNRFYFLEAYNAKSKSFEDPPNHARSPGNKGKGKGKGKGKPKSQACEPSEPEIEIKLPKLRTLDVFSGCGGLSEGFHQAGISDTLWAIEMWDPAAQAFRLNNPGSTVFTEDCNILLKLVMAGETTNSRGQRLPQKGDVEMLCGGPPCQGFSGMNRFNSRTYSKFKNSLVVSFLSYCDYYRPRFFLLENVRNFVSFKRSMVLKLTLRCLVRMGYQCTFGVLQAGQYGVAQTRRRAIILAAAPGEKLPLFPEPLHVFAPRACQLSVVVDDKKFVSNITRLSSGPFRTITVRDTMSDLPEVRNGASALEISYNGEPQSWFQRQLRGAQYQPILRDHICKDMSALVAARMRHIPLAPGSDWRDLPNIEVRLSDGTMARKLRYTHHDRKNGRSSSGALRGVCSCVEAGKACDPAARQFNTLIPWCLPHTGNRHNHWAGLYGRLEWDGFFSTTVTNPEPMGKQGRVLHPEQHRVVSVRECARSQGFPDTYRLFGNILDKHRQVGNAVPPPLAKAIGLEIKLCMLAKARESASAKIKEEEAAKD
Tb MetRS inh – T. brucei MetRS inhibitors, primary screen, biochemical, luminescence | methionyl-tRNA synthetase (Trypanosoma brucei brucei) | AID 624268, 2012 | purified T. brucei MetRS, ATP depletion, Kinase-Glo luminescence | actives 0.4% (n = 360,000) | inhibition, % at 11.9 µM;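 active = inhibition above a per-plate cutoff of the control wells' mean inhibition plus 3 SD, cut at about 5.5% in these data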;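 note: 0% = DMSO wells median and 100% = median of wells with control inhibitor compound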
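System: purified T. brucei MetRS enzyme / Detection: Kinase-Glo luciferase luminescence reporting remaining unconsumed ATP / Medium: HEPES buffer with MgCl2, KCl, DTT, spermine, BSA, pyrophosphatase / Replication: singlicate, one well per compound / Evaluation: percent inhibition relative to median high and low control wells / Schedule: 2 h aminoacylation at 25 °C after 15 min preincubation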
SUMO1-SIM PPI – modulators of SUMO1 protein-protein interactions, primary screen, biochemical, uHTS; AID 602429, 2012; SUMO1 binding to a labelled peptide, TR-FRET, 1 h; actives 0.33% (n = 360,000); Small ubiquitin-related modifier 1 (Homo sapiens), P63165; inhibition, % at 20 µM; in the data active = inhibition above about 37%
Neddylation inh – inhibitors of cullin neddylation, primary screen, biochemical, TR-FRET, uHTS, NAE and Ubc12; calls only at 25 µM; actives 0.58% (n = 360,000); in the data active = inhibition above about 36%
Scp-1 inhibitor – Scp-1 phosphatase inhibitors, primary screen, biochemical, colorimetric, uHTS. Carboxy-terminal domain RNA polymerase II polypeptide A small phosphatase 1 (Homo …. Recombinant Scp1, phosphopeptide, malachite green phosphate absorbance. inhibition, % at 20 µM. actives 0.88% (n = 340,000). AID 493091, 2011;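 active = inhibition above about 50% at 20 µM, limit read from the data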;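 note: plate controls were DMSO wells with enzyme for no effect and wells lacking enzyme for full effect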
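Material – SCP-1 phosphatase catalytic domain, residues 76-261 · Buffer or medium – Acidic Tris acetate buffer with magnesium and detergent · Also added – Phospho 17-mer peptide substrate · Compound – single 20 µM dose, 1% DMSO · Times – 45 min room-temperature reaction, 5 min colour, 30 min stabiliser · Technique – Phosphate-binding colour reagent, absorbance read at 630 nm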
STEP block – STEP phosphatase inhibitors, primary screen, biochemical, fluorescence intensity, uHTS; Tyrosine-protein phosphatase non-receptor type 5 (Homo sapiens), P54829; recombinant STEP, OMFP fluorogenic substrate; inhibition, % at 20 µM; actives 0.25% (n = 360,000); AID 588621, 2011;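 active = inhibition at 20 µM, scaled per plate between control wells, above about 37%, limit read from the data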;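 note: 0% = DMSO with enzyme and substrate and 100% = substrate only without enzyme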
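Measure: Control-normalized % inhibition with plate pattern correction | Test system: STEP phosphatase, cell-free reaction | Medium: pH 6.0 Bis-Tris with DTT and Tween 20 | Technique: Fluorescence, 480/540 nm | Times: Reaction 20 min, ambient temperature | Doses: Single compound dose of 20 µM, 1% DMSO final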
Starred values were filed as active, the others as inactive; i = inactive; x = not tested or not shown. The order is random. About 4.6% of those tested had a hit in this group.

SMILES	NadD block	SKN-1 inh	CendR NRP1 mod	LMPTP block	DNMT1 inh	Tb MetRS inh	SUMO1-SIM PPI	Neddylation inh	Scp-1 inhibitor	STEP block
Cc1cc(C)cc(N2C(=O)CC(Sc3ncn[nH]3)C2=O)c1 (centres undefined)	9	2	11	-1.3	0	-0.1	4	i	-7	2
Cc1noc(C)c1COc1cccc(C(=O)N(C)Cc2cccs2)c1	-2	-22	-1	-0.2	4	-0.2	0	i	-2	-1
O=C1C(Nc2ccccc2)=C(NS(=O)(=O)c2ccccc2)C(=O)c2ccccc21	4	11	4	3.2	-3	-0.1	-17	i	6	-2
O=C1CC(=O)Nc2cc(S(=O)(=O)Nc3ccc(F)cc3Cl)ccc2N1	-3	-5	6	-0.4	-3	-0.4	1	i	0	-4
Cc1ccn2c(=O)c(NC(=O)c3ccc(Br)o3)c(C)nc2c1	4	0	-12	0.8	-1	-0.1	-4	i	-4	-2
Cc1ccc(SCc2cc(=O)[nH]c(Nc3nc(C)c4ccc(C)cc4n3)n2)cc1	3	5	8	3.8	-11	0.6	0	i	8	8
CCOC(=O)C1(COCc2ccccc2)CCCCC1=O (centres undefined)	-3	5	-1	-2.0	3	-0.2	-1	i	x	1
O=C(N/N=C/c1cc2c(cc1[N+](=O)[O-])OCO2)c1ccc2c(c1)OCO2	-1	-5	2	-0.3	1	0.1	-20	i	14	2
COc1ccccc1-c1sc2ccccc2c1-c1ccc(OCCN2CCOCC2)cc1	1	4	3	0.3	-19	-1.9	-2	i	7	0
CCCCNC(=S)Nc1ccc(SC(F)F)cc1	0	0	11	0.3	-2	-0.5	1	i	6	0
CCOc1ccc(S(=O)(=O)N2CCCCC2)cc1NC(=O)CN1C(=O)NC(C)(C2CC2)C1=O (centres undefined)	-3	24	-2	-0.3	0	-0.2	-2	i	-3	-1
CC(C)CNC(=O)CCCc1c[nH]c2ccccc12	7	-13	-8	-0.3	-5	-0.9	-1	i	-6	-1
COc1ccc(C(C)=O)cc1Cn1c(C)c(C(=O)NCc2ccc(C(F)(F)F)cc2)sc1=O	-5	5	-23	1.2	-9	-1.1	3	i	x	2
COc1ccc(N(C(C)C(=O)Nc2cccnc2)S(C)(=O)=O)cc1 (centres undefined)	-3	5	1	-1.1	2	-0.2	-3	i	-3	-2
CCOC(=O)C1CCCN(C(=O)c2ccc3c(=O)n(Cc4ccccc4OC)c(=S)[nH]c3c2)C1 (centres undefined)	1	11	15	1.9	-5	-0.4	4	i	-11	3
CCOC(=O)Cc1[nH]nc2c1C(c1ccsc1)C(C#N)=C(N)O2 (centres undefined)	-5	-3	-1	-2.0	-1	-0.6	2	i	-1	-2
COc1ccc(CCNc2nc(-c3ccc(NC(C)=O)cc3)cs2)cc1OC	-5	15	-2	1.0	-8	0.1	-13	i	0	-2
COc1ccc(C(=O)N/C(=C/c2ccco2)C(=O)N2CCCCCC2)cc1	14	16	-63	1.0	-4	-0.5	-3	i	-2	0
CCCCn1c(-c2ccco2)nc2oc3ccccc3c(=O)c2c1=O	4	-3	-6	0.3	0	0.0	-23	i	62*	-4
Cc1cccc(NC(=O)COC(=O)CCc2c[nH]c3ccccc23)c1	-7	-11	-10	1.5	-6	1.0	1	i	-8	8
CN(C)C(CNC(=O)CCCOc1ccccc1)c1ccco1 (centres undefined)	7	20	-10	-1.4	-5	0.1	-1	i	-2	1
CC(C)C(NC(=O)Cc1ccccc1[N+](=O)[O-])C(C)C	-3	11	17	-1.3	5	-0.9	-1	i	-2	0
Cc1c(C)n(C)c2ccc(C(=O)NCCCN3CCOCC3)cc12	-3	21	1	0.5	5	-0.8	-1	i	-2	-1
CCOC(=O)N1CCN(C(=S)NC(=O)c2ccc(F)c(F)c2)CC1	-5	8	-12	-2.2	-1	-0.5	0	i	3	-3

3 compounds already listed, sorted by formula weight, highest first:
SMILES	NadD block	SKN-1 inh	CendR NRP1 mod	LMPTP block	DNMT1 inh	Tb MetRS inh	SUMO1-SIM PPI	Neddylation inh	Scp-1 inhibitor	STEP block
COc1ccc(CCNc2nc(-c3ccc(NC(C)=O)cc3)cs2)cc1OC	-5	15	-2	1.0	-8	0.1	-13	i	0	-2
CCOC(=O)N1CCN(C(=S)NC(=O)c2ccc(F)c(F)c2)CC1	-5	8	-12	-2.2	-1	-0.5	0	i	3	-3
CC(C)CNC(=O)CCCc1c[nH]c2ccccc12	7	-13	-8	-0.3	-5	-0.9	-1	i	-6	-1

(more compounds)
SMILES	NadD block	SKN-1 inh	CendR NRP1 mod	LMPTP block	DNMT1 inh	Tb MetRS inh	SUMO1-SIM PPI	Neddylation inh	Scp-1 inhibitor	STEP block
CN1CCN(C2CN(CCc3ccccc3)S(=O)(=O)C2)CC1 (centres undefined)	-6	-5	3	3.8	7	-0.2	0	i	x	4
CN(C)c1cccc(C(=O)OCCCC(=O)c2ccc(F)cc2)c1	-5	35	9	0.8	2	-0.4	1	i	-3	0
C/C(N)=C(/C#N)C(=O)COC(=O)c1ccccc1Cc1ccccc1	-10	-4	3	1.1	-10	-0.3	0	i	-13	-2
Cc1ccc(S(=O)(=O)N2CCCCC2)cc1NC(=O)CSc1ccc2c(c1)OCCO2	5	6	2	-0.1	-10	0.1	-1	i	-7	2
O=C(COc1ccc2c(c1)OCO2)Nc1ccccc1F	7	4	-3	-2.4	-2	-0.4	2	i	-10	0
OC[C@@H]1CN(C2CCCC2)C[C@H](n2cnc3c(N4CCCC4)ncnc32)O1	4	1	-9	-1.5	3	-0.2	-8	i	x	-1
CC(C)(C)OC(=O)NCCCCCc1nnc(SCc2ccccc2F)o1	-11	-10	7	0.4	0	-0.6	2	i	-7	2
CCc1cc2c(=O)[nH]c(Cc3ccc(OC)cc3)nc2s1	0	4	-10	0.6	2	-1.4	1	i	1	-1
CC(Oc1ccccc1C(N)=O)C(=O)Nc1ccc(S(=O)(=O)N2CCCC2)cc1 (centres undefined)	-2	4	0	-2.0	1	-0.1	0	i	3	0
COc1ccccc1OCC(=O)N/N=C/C=C/c1ccc([N+](=O)[O-])o1	-2	3	-7	2.0	13	-0.4	-14	i	14	1
COc1ccc(C)cc1NC(=O)/C=C/c1ccc(OC)c(S(=O)(=O)N2CCOCC2)c1	-1	-2	0	0.8	-2	-0.4	-12	i	-8	-1
COC(=O)/C=C1/S/C(=N/NC(=O)c2ccccc2)NC1=O	7	8	2	-0.7	6	-1.3	-20	i	5	1
O=C1CC(c2ccc3c(c2)OCO3)CN1 (centres undefined)	-2	13	6	-0.8	-1	-0.7	3	i	1	0
COC(=O)c1ccc2c(=O)n(CCN3CCOCC3)c(=S)[nH]c2c1	-8	1	11	0.2	0	-0.8	-1	i	-7	-1
COc1ccc(-c2ccc(SCC(=O)N3CCCC3)nn2)cc1OC	-2	-11	3	-0.5	2	-0.3	4	i	-6	5
COc1ccc(Br)cc1S(=O)(=O)Nc1ncn[nH]1	-5	-1	12	-2.3	-2	-0.6	1	i	-5	-2
Oc1ccc2ccccc2c1C=NNc1ccccn1	7	-13	-8	1.1	19	-0.5	-6	i	5	1
CC(=O)Nc1ccc(Nc2nc(-c3c(C)nc4ccccn34)cs2)cc1	-1	-7	-9	5.1	-13	0.6	4	i	-7	1
CCC(C)NC(=O)c1ccc(COc2ccccc2Cl)cc1 (centres undefined)	2	13	-6	1.6	-7	-0.1	-2	i	-7	-2
CN1CCN(C(=O)C2=C[C@H](c3csc4ccccc34)C[C@H](OCc3ccc(CO)cc3)O2)CC1	-8	11	-2	-0.4	-2	0.1	7	i	-6	0
CN(c1ccccc1)S(=O)(=O)c1cccc(C(=O)OCC(=O)NCCCN2CCCC2=O)c1	-7	-8	18	-0.9	1	-0.4	0	i	-12	-1
c1ccc2sc(SCc3ccc(-c4nnco4)cc3)nc2c1	4	54*	-6	0.9	-6	-0.6	-4	i	-3	4
Cc1ccc2cc(C)c3nnc(SCC(=O)N4CCN(C(=O)c5ccco5)CC4)n3c2c1	4	-10	-10	-0.1	2	-0.1	-2	i	2	3
COC(=O)c1cc(C)sc1NC(=O)CN1CCN(C(=O)C2CCCO2)CC1 (centres undefined)	2	25	14	-1.7	0	0.2	0	i	-5	3
COc1cc(/C=N/NC(=O)c2ccc(O)cc2)ccc1OCC(=O)N1CC(C)OC(C)C1 (centres undefined)	-2	-5	-11	1.6	2	-0.2	-6	i	4	-3
CCc1ccc(NC(=O)Cn2cnc3sc(C)c(S(=O)(=O)N4CCOCC4)c3c2=O)cc1	-7	6	4	1.2	0	-0.9	-1	i	-10	-3
Cc1ccc(S(=O)(=O)N2CCC[C@H]2C(=O)OCc2cc(=O)oc3cc(C)ccc23)cc1	-1	-5	22	1.9	-3	0.3	0	i	-18	0
CC[C@]12C(=O)N(C)C[C@H]([C@@H]3C(=O)N(C)C(=O)[C@@H]31)N2C(=O)c1ccc(C)cc1	3	1	11	-2.2	-4	-0.3	5	i	0	0
Cn1nc(C(F)(F)F)c(/C=N/OC(=O)c2ccccc2)c1SCc1ccccc1Cl	0	0	-3	3.1	-1	-0.2	-1	i	-16	2
O=C(Nc1ccc2c(c1)OCO2)C(c1ccc(Cl)cc1)N1CCC2(CC1)OCCO2 (centres undefined)	-6	25	-6	1.3	1	-0.5	-3	i	8	-2
C/C(CC(=O)NCc1ccc(Cl)cc1)=N\NC(=O)Cc1ccccc1	-1	5	-2	0.8	-1	-0.2	-3	i	-3	-3
COc1ccccc1C=NNC(=O)c1ccncc1	1	-2	-1	-1.0	2	-0.3	-4	i	-2	0
COc1cc(Cl)ccc1OCc1cc(C(=O)NC(C)Cc2cccnc2)no1 (centres undefined)	2	8	-8	-1.4	-3	-0.4	-1	i	1	1
Cc1ccc(Cn2c(C)c(C(=O)NCc3cccc(C(F)(F)F)c3)sc2=O)cc1	-6	17	-5	3.0	-3	-0.3	-1	i	x	-2
